Pol iota inh = inhibitors of human DNA polymerase iota; Pol iota fluorescent replication assay, 10 min; Q9UNA4; Potency, µM (doses to about 115 µM), without a hit: at the top dose activity, negative = inhibition, most hits filed as inhibitors; 390,000 tested, 1% active
Target sequence (Q9UNA4 whole entry, looked up): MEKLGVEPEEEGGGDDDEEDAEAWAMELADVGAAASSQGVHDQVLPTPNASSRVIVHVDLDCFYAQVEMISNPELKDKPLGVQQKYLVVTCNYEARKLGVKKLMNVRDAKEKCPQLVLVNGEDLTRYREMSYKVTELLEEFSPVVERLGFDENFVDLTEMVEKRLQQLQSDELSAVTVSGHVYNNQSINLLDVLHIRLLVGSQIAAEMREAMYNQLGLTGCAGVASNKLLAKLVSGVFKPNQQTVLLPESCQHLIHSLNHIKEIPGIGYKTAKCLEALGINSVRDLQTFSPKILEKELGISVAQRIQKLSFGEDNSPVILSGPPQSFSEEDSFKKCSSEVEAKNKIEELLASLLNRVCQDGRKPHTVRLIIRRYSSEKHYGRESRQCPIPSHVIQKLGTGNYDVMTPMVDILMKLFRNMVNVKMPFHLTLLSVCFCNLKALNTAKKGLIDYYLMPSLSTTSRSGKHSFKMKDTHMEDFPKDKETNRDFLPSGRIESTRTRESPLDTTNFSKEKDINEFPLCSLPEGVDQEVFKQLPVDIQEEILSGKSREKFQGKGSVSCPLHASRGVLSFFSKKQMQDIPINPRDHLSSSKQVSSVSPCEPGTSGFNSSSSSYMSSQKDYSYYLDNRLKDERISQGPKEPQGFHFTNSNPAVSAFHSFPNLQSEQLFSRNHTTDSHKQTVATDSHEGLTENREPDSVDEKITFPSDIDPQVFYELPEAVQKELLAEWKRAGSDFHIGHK
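Pol iota at 10 nM preincubated 15 min with compounds at room temperature; reaction started with fluorescent substrate, 50 nM final. Fluorescence read kinetically at 0 and 10 min; buffer-only wells as negative control.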
HP1b chromo inh = blocks HP1-beta chromodomain binding to methylated histone tails. AlphaScreen HP1-beta / biotin-H3K9me3 peptide binding. Potency, µM (doses to about 114 µM), for inactives: at the top dose activity change, negative = inhibition, hits mostly inhibitors. 390,000 tested, 0.56% active. AID 540317; also: nearly all actives have a fitted effect of over 70% in size; inactives centre near 23
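Compound inhibition of the preformed complex between 50 nM HP1-beta and 50 nM biotinylated H3K9me3 peptide was read by AlphaScreen. Buffer was PBS pH 7.4 with 0.01% Tween-20. Incubations ran 30 min at room temperature, with 10 ug/mL donor/acceptor beads.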
G9a block = inhibitors of human histone lysine methyltransferase G9a; G9a H3K9 monomethylation, AlphaScreen, 2 h; Potency, µM (top dose mostly 102 µM), inactives show at the top dose activity, negative = inhibition, usual class: inhibitors; 350,000 tested, 8.8% active; AID 504332; also: % is scaled to controls: 0 for no effect and ±100 for the full control effect; nearly all actives have a fitted effect of over 75% in size
Target sequence (Q96KQ7 913-1193 limits assumed): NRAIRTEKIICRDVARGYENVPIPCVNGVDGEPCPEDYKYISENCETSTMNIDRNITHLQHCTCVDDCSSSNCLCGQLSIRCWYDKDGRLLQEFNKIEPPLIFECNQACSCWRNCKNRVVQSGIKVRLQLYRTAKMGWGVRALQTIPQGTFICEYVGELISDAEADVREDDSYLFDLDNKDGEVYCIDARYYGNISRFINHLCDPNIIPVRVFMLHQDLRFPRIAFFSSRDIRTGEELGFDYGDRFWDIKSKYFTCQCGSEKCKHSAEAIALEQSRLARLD
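Quantitative HTS format: methyltransferase activity on a biotin-tagged H3K9 peptide is measured by AlphaScreen, using a rabbit anti-monomethyl-H3K9 antibody with streptavidin donor and anti-IgG acceptor beads. Final levels are 20 nM enzyme, 500 nM peptide, 20 uM SAM; 2 h RT.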
JMJD2A Tudor = JMJD2A Tudor domain (human) inhibition. AlphaScreen JMJD2A-Tudor / H3K4me3 peptide binding. 390,000 tested, 4.4% active. O75164. Potency, µM (titrated, usually from 114 µM), for inactives: at the top dose activity change, negative = inhibition, most hits filed as inhibitors. AID 504339; also: % is scaled to controls: 0 for no effect and ±100 for the full control effect; nearly all actives have a fitted effect of over 50% in size
BAZ2B block = inhibitors of human BAZ2B bromodomain. AlphaScreen BAZ2B-H3K14Ac peptide displacement. Potency, µM (titrated, usually from 114 µM), without a hit: at the highest dose activity change, negative = inhibition, hits mostly inhibitors. 360,000 tested, 4.4% active. AID 504333; also: % is scaled to controls: 0 for no effect and ±100 for the full control effect; nearly all actives have a fitted effect of over 60% in size
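Complex of BAZ2B and biotin-H3K14Ac (50 nM apiece) forms over 30 min at RT, then faces library compounds up to 110 uM for another 30 min; AlphaScreen beads added, 20 min dark incubation, luminescence read.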
PGK inhibitor = inhibitors of T. brucei phosphoglycerate kinase. P07378. PGK/GAPDH coupled, Kinase-Glo luminescence, 60 min. Potency, µM (doses to about 57.5 µM), for the others: at the highest dose activity change, negative = inhibition, usual class: inhibitors. 380,000 tested, 0.043% active; also: % is scaled to controls: 0 for no effect and ±100 for the full control effect; nearly all actives have a fitted effect of over 60% in size
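Luminescent ATP detection (Kinase-Glo Plus) follows a 60-minute room-temperature incubation, with wells lacking PGK as controls. Buffer: 100 mM TEA (pH 7.6), 5 mM MgCl2, 0.01% Tween-20. Coupling enzyme GAPDH (100 nM final) supplies unstable 1,3-BPG in-well.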
GLS inhibitor = blocks human kidney-isoform glutaminase activity | O94925 | GLS enzymatic activity, qHTS titration | Potency, µM (top dose mostly 45.5 µM), for the others: at the top dose activity change, negative = inhibition, hits mostly inhibitors | 410,000 tested, 0.21% active | AID 624170; also: % is scaled to controls: 0 for no effect and ±100 for the full control effect
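hKGA in 45 mM KH2PO4 pH 8.2, 0.02% Tween-20 with pin-transferred compounds; 1 mM L-glutamine (stock) plus glutamate oxidase/HRP/Amplex Red coupling added. Fluorescence read initially and after 30 min at RT.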
Pin1 inhibitor = human Pin1 inhibition; Q13526; Pin1 FP peptide displacement, HiFluor488, 10 min; Potency, µM (doses to about 115 µM), for the others: top-dose activity, negative = inhibition, hits mostly inhibitors; 390,000 tested, 0.009% active; AID 504891; active = well fitted inhibition curve with a large enough effect in the polarisation, with a control signal flat, not every such curve was filed as active; inconclusive = small, poorly fitted or top-dose-only effect, or effect the other way, or a change in a side signal; inactive = no such curve, though single readings can be large or run the other way; the % refers to the polarisation; also: % is scaled to controls: 0 for no effect and ±100 for the full control effect
BLM inh = blocks DNA unwinding by human BLM helicase | recombinant BLM DNA unwinding, fluorescence dequenching | Potency, µM (top dose mostly 56.1 µM), without a hit: at the top dose activity change, negative = inhibition, most hits filed as inhibitors | 350,000 tested, 0.2% active;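 also: plate controls were vehicle for no effect and no enzyme for full effect; nearly all actives have a fitted effect of over 35% in size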
* marks the source's active call; other numbers are inactive results; i = inactive; ? = inconclusive; nt = not tested or not shown; & = joins results of further samples; [ ] = another dose, or the depositor's remark. Unless noted, calls follow the shape of the dose curve; as a rule, active = well fitted curve in the direction sought with a large enough effect; inconclusive = small, poorly fitted or top-dose-only effect, or another doubt; inactive = no such curve, though single readings can be large; an effect the other way counts as inactive or inconclusive. Potency is read from the fitted curve at half-maximal effect.

Pol iota inh | HP1b chromo inh | G9a block | JMJD2A Tudor | BAZ2B block | PGK inhibitor | GLS inhibitor | Pin1 inhibitor | BLM inh | compound
17% | 55%[activator] | nt | -12% | 11% | 3% | 2% | -15% | 0% | O=C(NCc1ccccn1)c1cc(Cl)ccc1OCc1ccccc1
? | 48%[activator] | -38%[59 µM] | 3% | 5% | i | 16% | ? | -14% | COc1ccc(C(=O)Oc2c(Sc3ccccc3)c(C)nn2-c2ccccc2)c(OC)c1
-13% | 22% | -5% | -25% | -12% | i | -17% | 2% | 1% | COc1ccc2c(c1OC)C(=O)N1N=C(c3ccc(-c4ccccc4)cc3)CC21 (stereo unspecified)
-1% | 34% | 10%[59 µM] | -2% | 10% | nt | 5% | -14% | -2% | COc1ccccc1OCc1nnc(-c2ccccc2)o1
29% | 26%[57 µM] | 2%[59 µM] | 4% | 0% | 1% | 2% | 10% | 0% | Cc1cc(C)c(NC(=O)CSc2nc3c([nH]c4ccccc43)c(=O)n2C)c(C)c1
16% | 19% | nt | -4% | 1% | -2% | -3% | -7% | 4% | CCOC(=O)C1CCCN(C(=O)c2cc(COc3ccc(C)nc3)on2)C1 (stereo unspecified)
9% | 24% | -9%[12.7 µM] | -3% | 2% | -9% | -9% | -2% | 1% | O=C(CCS(=O)(=O)c1cccc2nonc12)N1CC(=O)N(CCc2ccccc2)C(=O)C1
22% | 9% | 18% | -9% | 3% | -1% | 2% | -13% | 3% | O=C(CSc1nc2ccccc2c(=O)n1CC1CCCO1)NCc1ccccc1 (stereo unspecified)
10% | 18% | ? | -1% | 6% | -4% | 31% | 3% | -4% | COc1ccc(CCNC(=O)c2ccc(CNc3c(N4CCOCC4)c(=O)c3=O)cc2)cc1OC
84%[activator] | 10% | -6% | -9% | 1% | i | 8% | -5% | 4% | O=C(Nc1ccc(NC(=O)C23CC4CC(CC(C4)C2)C3)cc1)c1cc(F)c(F)cc1Cl
14% | 18% | 2% | -16% | -33% | -6% | -3% | 30%[activator] | -4% | CCCCOC(=O)C1=C(C)NC(=O)NC1c1ccc(N(C)C)cc1 (stereo unspecified)
5% | 15% | 17% | -24% | -23% | 6% | 5% | -8% | -9% | COc1ccc(OC)c(C2NC(=O)NC(C)=C2C(=O)OCc2ccccc2)c1 (stereo unspecified)
-11% | 31% | nt | -8% | -5% | 2% | 6% | -1% | 6% | Cc1ccc(S(=O)(=O)NC2CC2)cc1[N+](=O)[O-]
17% | 35%[activator] | -20% | -3% | -14% | 3% | 0% | 24% | -5% | O=C(Cn1ncc2c3ccccc3n(Cc3ccccc3)c2c1=O)NCc1ccco1
18% | 1% | -12%[59 µM] | -32% | -2% | 10% | -2% | ? | -5% | COc1ccc(CC(=O)N2CCC(Nc3nc4ccccc4n3Cc3ccc(F)cc3)CC2)cc1
11% | 32% | 2%[0.501 µM] | -23% | -1% | -4% | 2% | 1% | nt | O=C(COc1coc(CN2CCc3ccccc3C2)cc1=O)Nc1cccc(F)c1
12% | 22% | 3%[59 µM] | 3% | 2% | 0% | -5% | -8% | -3% | O=C(Cn1c(=O)n(CCc2ccccc2)c(=O)c2c3c(sc21)CCCC3)Nc1ccc(F)c(F)c1
12% | 27% | 27%[59 µM] | -13% | 15% | i | 8% | 0% | 5% | Cc1ccc(CNC(=O)CN(Cc2ccccc2)S(C)(=O)=O)cc1
? | 26% | 4%[12.7 µM] | -14% | -7% | 4% | 7% | 69%[activator] | -4% | CC(C)(C)c1ccc(C(=O)/C=C2\NC(=O)CS2)cc1
4% | -11% | ? | ? | ? | 0% | -8% | 2% | 3% | Cc1cc(/C=N/NC(=O)CC2(C)OCCO2)c(C)n1-c1ccc(Cl)c(Cl)c1
21% | 14% | -4% | -6% | -12% | 9% | 0% | -1% | -6% | Cc1cc(C)n2c(SCC(C)C)nnc2n1
-11% | 21% | nt | -7% | -22% | -6% | 19% | -12% | -7% | Cc1cc(NS(=O)(=O)c2ccc(NC(=O)c3ccc([N+](=O)[O-])c(Cl)c3)cc2)no1
0% | 19% | nt | -8% | -8% | -5% | 0% | 0% | 2% | O=C(CCCC(=O)NC1CCCCC1)Nc1ccc([N+](=O)[O-])cc1
22% | 35% | ? | -5% | -14% | 1% | 9% | 4% | 6% | CC(/C=C/c1ccccc1)=N\Nc1nc2c(c(=O)[nH]c(=O)n2C)n1CCO
-9% | 31% | nt | -8% | -9% | -2% | 1% | -12% | -26% | CCCN(C(=O)CSc1nc2ccccc2n1CC)C1CCS(=O)(=O)C1 (stereo unspecified)
36%[activator] | 28% | -1% | 1% | -2% | -6% | -1% | -1% | -3% | Cc1ccc(N2C(=S)SC3CS(=O)(=O)CC32)cc1 (stereo unspecified)
-9% | 39% | ? | -11% | 5% | i | 4% | -6% | -3% | Cc1ccc(OC(=O)CSc2nnc(CNC(=O)c3ccccc3)o2)cc1
2% | 8% | 54%[activator][59 µM] | -21% | -4% | 4% | 4% | -2% | -2% | Cc1onc(-c2c(F)cccc2Cl)c1C(=O)N1C=CC(C(F)(F)Cl)=NCC1
1% | 0% | ? | -29% | -13% | ? | 17% | 2% | -4% | c1c2c(cc3sc(N4CCCCC4)nc13)OCCO2
28% | 13% | ? | -16% | -15%[57.1 µM] | i | 14% | 5% | -1% | COc1cc(Cn2nnc3ccccc32)cc(Br)c1O
32%[activator] | 34% | -32% | 0% | nt | 8% | 0% | 5% | -1% | CN(c1ccc(C(=O)Nc2ccc(CC#N)cc2)cc1)S(C)(=O)=O
17% | 53% | 12%[59 µM] | -5% | 11% | -2% | -3% | 1% | -13% | O=C(CSc1n[nH]c(-c2cccnc2)n1)Nc1ccccc1
-1% | 30%[activator] | 3%[2.33 µM] | 4% | 6% | -2% | 1% | -2% | nt | COc1cccc(NC(=O)COC(=O)CNC(=O)C2CCCCC2)c1
29% | 32%[57 µM] | ? | -15% | -16% | -4% | 0% | -3% | -2% | COc1cccc(C(c2c(O)cc(C)n(Cc3ccco3)c2=O)N2CCC(C)CC2)c1 (stereo unspecified)
10% | 32%[activator] | -7% | -33% | -2% | -2% | 1% | -9% | 0% | CCn1c(SCC(=O)Nc2cc(C)ccc2C)nnc1-c1cnccn1
30%[activator] | 41%[activator] | 2% | -3% | -5% | i | 4% | -8% | 0% | COc1ccc(CC(=O)n2[nH]c(=O)cc(C)c2=O)cc1OC

Sorted by SMILES length (low to high): four of the compounds above
Pol iota inh | HP1b chromo inh | G9a block | JMJD2A Tudor | BAZ2B block | PGK inhibitor | GLS inhibitor | Pin1 inhibitor | BLM inh | compound
17% | 53% | 12%[59 µM] | -5% | 11% | -2% | -3% | 1% | -13% | O=C(CSc1n[nH]c(-c2cccnc2)n1)Nc1ccccc1
-9% | 39% | ? | -11% | 5% | i | 4% | -6% | -3% | Cc1ccc(OC(=O)CSc2nnc(CNC(=O)c3ccccc3)o2)cc1
2% | 8% | 54%[activator][59 µM] | -21% | -4% | 4% | 4% | -2% | -2% | Cc1onc(-c2c(F)cccc2Cl)c1C(=O)N1C=CC(C(F)(F)Cl)=NCC1
29% | 32%[57 µM] | ? | -15% | -16% | -4% | 0% | -3% | -2% | COc1cccc(C(c2c(O)cc(C)n(Cc3ccco3)c2=O)N2CCC(C)CC2)c1 (stereo unspecified)

Next part:
Pol iota inh | HP1b chromo inh | G9a block | JMJD2A Tudor | BAZ2B block | PGK inhibitor | GLS inhibitor | Pin1 inhibitor | BLM inh | compound
8% | 26% | 11%[59 µM] | 11%[57.1 µM] | 0% | -9% | -4% | -7% | -2% | COC(=O)N/N=C/c1ccccc1OCc1ccccc1
-25%[58.9 µM] | 37% | nt | -23% | 3% | -2% | -4% | 3% | -12% | COc1ccc(CC(=O)NNC(=O)c2ccc(SCc3cc(F)ccc3F)c([N+](=O)[O-])c2)cc1
9% | 22% | -6%[59 µM] | -11% | 3% | 6% | 4% | -12% | 1% | O=C(O)CN1C(=O)CC(Cc2ccc(Cl)cc2)C1=O (stereo unspecified)
2% | 12% | 35% | 0% | -2% | 0% | 5% | -1% | 2% | Cn1cc(CN2CCCC(CNS(=O)(=O)c3cccc4cccnc34)C2)cn1 (stereo unspecified)
6% | 45%[activator] | ? | -11% | 31% | i | 1% | 12% | -2% | CC1(C)OC(=CC=Nc2ccc(Cl)cc2)OC1(C)C
42%&-19%[activator] | 40%&6%[activator] | 17% | ? | -1%&-11% | -8%&-4% | 0%&-1% | -4%&-1% | 1%&105% | CCc1nn(CC(=O)NCc2ccccc2Cl)c(=O)c2cccn12
5% | 26% | 13%[12.7 µM] | -9% | 7% | -6% | 0% | -1% | -1% | OC(COc1ccccc1)CSc1ncn[nH]1 (stereo unspecified)
-5% | 4% | -8% | -26% | -34% | -6% | -8% | 15% | -3% | O=C1c2cccc(OCC(=O)N3N=C(c4cccs4)CC3c3ccc(F)cc3)c2CCN1Cc1cccnc1 (stereo unspecified)
18% | 30% | -20% | -13% | ? | -2% | -21% | 2% | -7% | COc1cc(/C=N/NC(=O)Cc2csc(C)n2)ccc1OCC(C)C
79%[activator] | 13%[57 µM] | 47%[activator] | -15% | 5% | -8% | 9% | 0% | -5% | CC(C)CNC(=O)CN(c1ccccc1)S(=O)(=O)c1ccccc1[N+](=O)[O-]
-20% | 19% | 21% | 2% | -8% | -1% | 4% | -5% | -1% | CCOc1ccccc1NC(=O)C(OC(=O)C1CC1)c1ccccc1 (stereo unspecified)
29% | ? | 1.8µM* | 10µM* | 22µM* | 0% | -6% | 1% | -5% | CC1CN(CCOCCOc2ccccc2-c2ccccc2)CC(C)O1 (stereo unspecified)
4% | 11% | -2%[59 µM] | -21% | -10% | 3% | 4% | -9% | -1% | CCC(CC)C(=O)N1CCc2cc(OC)c(OC)cc2C1COc1ccccc1OC (stereo unspecified)
-13% | 22% | nt | 8% | 0% | -8% | -7% | 0% | -2% | Cc1nc(N)nc(Nc2ccc(C#N)cc2)c1Br
-4% | 17% | 13%[59 µM] | -16% | 2% | -5% | 15% | 0% | 1% | COc1ccc(N2CCN(C(=O)C3CCN(C(=O)c4ccccc4Cl)CC3)CC2)cc1

Screens deposited in PubChem BioAssay by National Center for Advancing Translational Sciences (NCATS).

The list is partial (hit frequency here may not be typical).
